E-selectin induc = E-selectin induction in HUVECs, primary screen, imaging, HUVEC, immunofluorescence imaging, single point. AID 686992, 2013. actives 0.37% (n = 260,000). activation, % at 7.58 µM. normalized: neutral wells 0, TNF-alpha wells 100;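 active means mean E-selectin-positive cell signal at least 10% of the positive control, reached in at least 60% of replicates, without over 20% cell loss; inconclusive means no rule given, readout overlaps actives, possibly toxicity-flagged; inactive means the rest, including those meeting only one limit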;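 further: in these data hits start at about 27%; measured in HUVEC primary endothelial cells; signal is the percent of cells scored E-selectin positive by PE staining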
Target sequence (P16581 whole entry, looked up): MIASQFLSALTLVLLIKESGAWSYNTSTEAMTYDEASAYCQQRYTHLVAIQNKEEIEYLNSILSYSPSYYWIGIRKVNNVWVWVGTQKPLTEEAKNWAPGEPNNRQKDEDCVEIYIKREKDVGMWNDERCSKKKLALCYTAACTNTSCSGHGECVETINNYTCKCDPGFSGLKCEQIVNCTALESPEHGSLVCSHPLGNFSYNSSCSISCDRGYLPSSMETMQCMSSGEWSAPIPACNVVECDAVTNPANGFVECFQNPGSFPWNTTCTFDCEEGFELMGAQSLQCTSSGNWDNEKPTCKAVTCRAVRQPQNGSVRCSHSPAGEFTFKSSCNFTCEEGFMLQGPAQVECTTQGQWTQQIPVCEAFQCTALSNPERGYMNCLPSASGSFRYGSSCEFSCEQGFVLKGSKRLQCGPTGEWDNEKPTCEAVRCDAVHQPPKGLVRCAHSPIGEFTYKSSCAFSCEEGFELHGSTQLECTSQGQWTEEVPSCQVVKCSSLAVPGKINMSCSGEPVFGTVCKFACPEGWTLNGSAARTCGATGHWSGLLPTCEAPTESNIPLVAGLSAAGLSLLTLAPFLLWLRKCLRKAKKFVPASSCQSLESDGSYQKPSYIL
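material = human umbilical vein endothelial cells (HUVEC), E-selectin induction | quantity = 3,000 cells/well | medium = EGM-2 growth medium on 0.1% gelatin-coated wells | technique = immunofluorescence imaging | read-out basis = % PE-positive cells | control set = TNF-alpha positive control, DMSO neutral control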
ERp5 inh = inhibitors of ERp5-driven insulin aggregation, primary screen, biochemical, turbidity, absorbance 650 nm, single point. Protein disulfide-isomerase A6 (Homo sapiens), Q15084. 90 min. inhibition, % at 9.99 µM. actives 0.05% (n = 350,000). AID 651711, 2012;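 active means mean replicate inhibition above about 25%, with every replicate also reaching it, limit read from the data, passing the limit was not always enough; inconclusive means only one of those two criteria met; inactive means neither criterion met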
S100A4 MyoIIA = inhibitors of S100A4-myosin IIA peptide binding, primary screen, biochemical, fluorescence polarization, TAMRA-MyoIIA peptide; actives 0.14% (n = 360,000); inhibition, % at 10.7 µM;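 active means mean inhibition of at least 70% across replicates, with every replicate also reaching that level; inconclusive means mean inhibition reaches 70% but some replicates fall short; inactive means mean inhibition below 70%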
Target sequence (P26447 whole entry, looked up): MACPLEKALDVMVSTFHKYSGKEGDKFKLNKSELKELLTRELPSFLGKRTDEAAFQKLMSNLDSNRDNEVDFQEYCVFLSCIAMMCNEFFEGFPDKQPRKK
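Test system – S100A4 monomer (human) · Compound – single-point compound testing · Schedule – 5 min incubation before reading · Probe or stimulus – TAMRA-labelled myosin IIA heavy-chain peptide probe, 5 nM · Benchmarks – neutral control DMSO, positive control TFP · Medium – Calcium-containing HEPES buffer, pH 7.2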
Statin myotox sup = suppressors of statin myotoxicity in C2C12 myotubes, primary screen, cell-based, single point, plate reader | C2C12 myotubes + simvastatin, ATP luminescence, 48 h; scaled: DMSO 0, geranylgeraniol control 100 | rescue of ATP level, % at 7.49 µM | actives 0.78% (n = 330,000) | AID 602340, 2012;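 active means mean ATP rescue above about 67%, or every replicate alone reaching that limit, limit read from the data, passing the limit was not always enough; inconclusive means no clear call, values can overlap the other calls; inactive means mean under the limit and some replicate under it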;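 further: myotubes were challenged with 10 µM simvastatin during compound exposure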
DENV2 CPE = inhibitors of DENV2 cytopathic effect, primary screen, cell-based, plate reader, single concentration. actives 1.7% (n = 350,000). DENV2-infected cells, cytopathic effect rescue. CPE inhibition, % at 9.99 µM. AID 651640, 2012; in the data active means CPE inhibition above about 20%, passing the limit was not always enough; inconclusive means no clear call, values can overlap the other calls; tested in BHK-21 cells;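 further: 0% = median of neutral control wells and 100% = median of positive control wells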
PglD inh = C. jejuni PglD acetyltransferase inhibitors, primary screen, biochemical, DTNB colorimetric, single point. purified PglD enzyme, DTNB colorimetric CoA detection. UDP-N-acetylbacillosamine N-acetyltransferase PglD (Campylobacter jejuni). inhibition, % at 12.5 µM. actives 0.098% (n = 360,000); in the data active means inhibition above about 16%, passing the limit was not always enough; inconclusive means no clear call, values can overlap the other calls; further: strong numbers were not always called active
SIRT5 inh = SIRT5 desuccinylase inhibitors, primary screen, biochemical, fluorescence imaging, single point, set 5. NAD-dependent protein deacylase sirtuin-5, mitochondrial (Homo sapiens), Q9NXA8. Purified SirT5, succinyl-peptide AMC, trypsin-coupled fluorescence. inhibition, % at 15 µM. actives 1.1% (n = 330,000). AID 652115, 2013; in the data active means inhibition above about 15%; inconclusive means no clear call, values can overlap the other calls
Target sequence (Q9NXA8 whole entry, looked up): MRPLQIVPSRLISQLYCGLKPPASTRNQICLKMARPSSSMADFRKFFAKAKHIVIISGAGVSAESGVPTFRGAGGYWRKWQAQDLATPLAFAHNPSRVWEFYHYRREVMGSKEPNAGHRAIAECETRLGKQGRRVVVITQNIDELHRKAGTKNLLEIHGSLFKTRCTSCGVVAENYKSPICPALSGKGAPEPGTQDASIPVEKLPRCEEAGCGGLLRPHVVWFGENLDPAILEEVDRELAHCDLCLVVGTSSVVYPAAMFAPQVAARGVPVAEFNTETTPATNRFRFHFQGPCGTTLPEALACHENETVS
The depositor's hits bear a star; ? = inconclusive; · = no result given; & = joins results of further samples. An excerpt. The share of hits here may be higher or lower than overall.

SMILES	E-selectin induc	ERp5 inh	S100A4 MyoIIA	Statin myotox sup	DENV2 CPE	PglD inh	SIRT5 inh
COc1ccc(CCN(C(=O)COc2ccccc2)c2nc(-c3ccccc3)cs2)cc1OC	-2.4	·	·	10	·	3	·
Cc1cc(OCC(=O)Nc2ccc(N3CCN(C(=O)c4ccco4)CC3)cc2)cc(C)c1Cl	·	-6	-1	·	7	·	-5
CC(=O)N1C[C@H]2CON(C)[C@H]2C[C@H]1c1ccccc1Br	·	14	-2	-19	7	0	6
C[C@@H]1CCCCO[C@@H](CN(C)CC2CCCCC2)[C@H](C)CN([C@@H](C)CO)C(=O)c2cc(NS(C)(=O)=O)ccc2O1	0.5	0	36	-23	10	0	2
Cc1ccc(C2NC(=O)CCC2[N+](=O)[O-])cc1 (configuration not stated)	·	-10	3	·	1	·	-5
C[C@H]1CCCCO[C@H](CN(C)Cc2ccc3c(c2)OCO3)[C@@H](C)CN([C@@H](C)CO)C(=O)c2cc(NC(=O)Cc3ccccc3)ccc2O1	-0.2	·	·	·	7	2	·
CCOc1ccc(NC(=O)CSc2nnc(C3CC3)n2C)cc1	·	5	5	5	10	·	-3
CC1CCCCN1C(=O)CSc1nnc2c(n1)[nH]c1ccccc12 (configuration not stated)	·	4	-3	-18	1	-2	4
Cc1cc(/C=C2\SC(=S)N(C)C2=O)c(C)n1-c1ccccc1O	·	-3	-7	-5	10	3	0
C/C(CC(=O)Nc1ccccn1)=N\NC(=O)c1cnccn1	·	1	5	·	2	·	1
O=C(Nc1nc2ccccc2s1)c1ccc2sc([C@H]3C[C@H](O)[C@@H](CO)O3)nc2c1	0.0	0	3	-9	?	-2	-1
O=C(CN(c1ccc(Br)cc1)S(=O)(=O)c1ccc(Cl)c([N+](=O)[O-])c1)NCC1CCCO1 (configuration not stated)	2.6	3	1	-1	-1	0	-2
COc1ccc(SCCN2CC[C@@H](C)CCC2=O)cc1	0.0	10	-12	-15	?	0	-4
C[C@H]1CN([C@@H](C)CO)C(=O)c2c(c3ccccc3n2C)-c2ccccc2CO[C@H]1CN(C)C(=O)Cc1ccccc1	-0.2	6	-15	11	1	-1	-3
O=C1CC(c2ccccc2)CC(O)=C1C=Nc1cccc(Cl)c1 (configuration not stated)	·	-5	1	·	-5	·	-1
O=C(CN1CCCCC1)Nc1cc(S(=O)(=O)N2CCOCC2)ccc1N1CCCC1	1.3	7	-9	18	-2	-1	7
O=c1c2c3c(sc2nc2n1CCCCC2)C(O)CCC3 (configuration not stated)	-0.1	0	3	-1	-1	-1	0
NC(=O)NC(CC(=O)NCCc1ccccn1)c1ccccc1Cl (configuration not stated)	·	-3	-3	·	?	-1	7
CCC(Oc1ccc(C)cc1)C(=O)Nc1ccccc1C(=O)N1CCOCC1 (configuration not stated)	-0.2	14	-6	0	7	-1	3
Cn1c(=O)[nH]c(=O)c2c1nc(SCC(O)CO)n2CCCc1ccccc1 (configuration not stated)	·	1	-1	3	0	2	-2
CCN(CC)CCN(Cc1cc2cc(C)c(C)cc2[nH]c1=O)C(=S)NCc1ccco1	·	-2	-1	·	2	·	4
NC(=O)CSc1nc2c(sc(=S)n2-c2ccccc2)c(=O)[nH]1	0.0	4	-3	1	4	2	-1
CCN(CC)S(=O)(=O)c1ccc(NC(=O)c2ccc(Cl)nc2)cc1	1.2	5	-7	·	3	1	3
CCOC(=O)N1CCC(N(CCOC)C(=S)Nc2cccc(SC)c2)CC1	-0.1	2	0	9	6	1	1
C[C@@H]1CN([C@H](C)CO)C(=O)c2cc(NS(=O)(=O)c3cccs3)ccc2O[C@H]1CN(C)Cc1ccc(C(=O)O)cc1	3.4	-3	14	·	-1	-1	-9

Gathered by group: those above with an NH in an aromatic ring (4)
SMILES	E-selectin induc	ERp5 inh	S100A4 MyoIIA	Statin myotox sup	DENV2 CPE	PglD inh	SIRT5 inh
CC1CCCCN1C(=O)CSc1nnc2c(n1)[nH]c1ccccc12 (configuration not stated)	·	4	-3	-18	1	-2	4
Cn1c(=O)[nH]c(=O)c2c1nc(SCC(O)CO)n2CCCc1ccccc1 (configuration not stated)	·	1	-1	3	0	2	-2
CCN(CC)CCN(Cc1cc2cc(C)c(C)cc2[nH]c1=O)C(=S)NCc1ccco1	·	-2	-1	·	2	·	4
NC(=O)CSc1nc2c(sc(=S)n2-c2ccccc2)c(=O)[nH]1	0.0	4	-3	1	4	2	-1

New compounds follow:
SMILES	E-selectin induc	ERp5 inh	S100A4 MyoIIA	Statin myotox sup	DENV2 CPE	PglD inh	SIRT5 inh
O=C(Nc1ccccc1)NC1(C(=O)N2CCC(O)CC2)CCCCC1	0.0	-1	12	3	8	·	-2
CCOCC(=O)Nc1c(C(=O)N2CCN(c3ncccn3)CC2)oc2ccccc12	·	-3	-16	17	4	0	-6
C[C@H](CO)N1C[C@H](C)[C@H](CN(C)Cc2cccc(C(=O)O)c2)Oc2ncc(/C=C/c3ccccc3)cc2C1=O	0.0	3	-13	9	-2	-1	-12
COC(=O)c1c(C)[nH]c(C(=O)COC(=O)c2c(C)noc2C)c1C	·	-4	-4	9	4	-6	-1
Cn1c(NC(=O)C2CC2)cc(=O)n(C)c1=O	0.1	-7	-12	17	10	·	-2
CCC(=O)N1c2ccc(S(=O)(=O)N3CCCCC3)cc2CC1C (configuration not stated)	-0.4	4	1	-2	0	1	2
CCC(=O)N(C)C[C@@H]1Oc2cc(C#CC3CCCCC3)ccc2S(=O)(=O)N([C@H](C)CO)C[C@@H]1C	-0.2	-1	3	-13	·	9	8
CC(=O)N1CCCN(C(=O)c2ccc3nc(Cc4ccccc4F)oc3c2)CC1	-0.2	-2	-4	2	-3	1	-5
COc1ccc(NS(=O)(=O)c2csc(C(=O)Nc3ccccc3)c2)cc1	·	4	-1	-4	-1	5	-1
CCN(CC)CCNC(=O)c1[nH]c2ccc(OCc3ccccc3)cc2c1C	·	-3	3	-10	-6	·	-9
COC(=O)c1cn(NC(=O)c2cc([N+](=O)[O-])ccc2F)c(=O)c2ccccc12	-0.5	?	-1	·	-3	·	-3
C[C@@H]1CN([C@H](C)CO)S(=O)(=O)c2ccc(-c3cccc(F)c3)cc2O[C@H]1CN(C)C(=O)Nc1cc(F)ccc1F	-0.1	2	-4	-84	-4	2	16*
Clc1ccc(/C=C/c2ncc[nH]2)c(Cl)c1	·	3	-3	-4	11	-2	-4
O=C(C[C@@H]1C[C@@H]2c3cc(NC(=O)CC4CC4)ccc3O[C@@H]2[C@H](CO)O1)NCc1ccc2c(c1)OCO2	-0.3	1	3	-7	6	6	3
CCCCN(C)c1c(C)nc2ccc(C(=O)N3CCN(C(C)=O)CC3)cn12	-0.1	-11	1	12	4	1	-3
CCOCCCNC(=O)C1CC(=O)N(CCc2ccc(C)cc2)C1 (configuration not stated)	0.6	2	0	0	-2	-1	-4
Cc1cc(=O)oc2ccc(OCc3ccccc3)cc12	0.1	0	1	11	-8	-1	-1
Cc1n[nH]c(C)c1CNCc1c(C(=O)N2CCCCCCC2)nc2ccc(Cl)cn12	-0.1	-2	-28	1	2	-1	13
CCOC(=O)[C@H]1[C@H]2COc3ccc(Br)cc3[C@@H]2N2C(=O)CN(Cc3ccc(OC)cc3)C(=O)[C@@]12C	0.0	7	-6	1	-8	2	·
COc1ccc(NC(=O)N(C)C[C@@H]2Oc3ncc(C#C[C@H](C)O)cc3C(=O)N([C@H](C)CO)C[C@H]2C)cc1	0.2	-2	1	1	-2	0	2
Cc1ccc(NC(=O)C2=C(O)c3ccccc3N(C)S2(=O)=O)cc1	-0.6	·	·	3	·	4	·
CCCC(=O)NC(=S)Nc1cccc(Cl)c1N1CCCC1	·	-4	-2	-1	-1	-2	0
COc1ccccc1NC(=S)NCCN1CCOCC1	0.0	-2	-12	16	4	3	1
COC(=O)c1sc(S(=O)(=O)NCCCN(C)C)c(C(=O)OC)c1C	-0.2	1	-16	·	3	0	-1
COc1ccc2cc(C#N)c(Nc3cccc(F)c3)nc2c1	·	4	-3	-5	-7	·	-4

Later entries
SMILES	E-selectin induc	ERp5 inh	S100A4 MyoIIA	Statin myotox sup	DENV2 CPE	PglD inh	SIRT5 inh
COc1ccc(COC(=O)c2cc([N+](=O)[O-])ccc2N2CCOCC2)cc1F	1.0	18	-3	-34	-1	-2	-2
CN1C(=O)CC2(C)C1=CCc1scnc12 (configuration not stated)	0.6	1	1	·	-10	·	-1
Cc1cc(Br)ccc1NC(=O)CN(C)C(=O)CSCc1ccccc1	0.0	2	1	-18	-5	2	-3
Cc1ccc(-c2cc(C(=O)NCCCn3ccnc3)no2)cc1	·	0	-6	1	1	·	-7
COc1cc(OC)c(OC)cc1/C=N/NC(=O)CSc1ccccc1F	-0.1	-2	-3	0	2	-1	-2
CCC(=O)N(C)C[C@@H]1Oc2cc(Br)ccc2S(=O)(=O)N([C@@H](C)CO)C[C@@H]1C	0.3	7&-2&-3	6&-16&3	0&1&-10	-6&0&5	-1&1&-2	3&5&4
CC(C)(C)c1ccc(S(=O)(=O)N2CCN(c3ncccn3)CC2)cc1	·	3	6	6	-4	2	-3
C=C(C)CNc1cc(S(=O)(=O)N2CCOCC2)ccc1Oc1ccccc1	-0.6	3	-4	-38	6	0	-2
COc1ccc(C2C3=C(CC(C)(C)CC3=O)Oc3ncn4nc(-c5ccccc5)nc4c32)cc1 (configuration not stated)	·	2	-5	·	13	·	-2
COc1ccc(/C=C/C(=O)Nc2cccc(S(=O)(=O)NC3=NCCCCC3)c2)cc1	-1.0	-4	6	0	-5	-4	2
O=C(N[C@H]1C=C[C@@H](CC(=O)N2CCCCC2)O[C@H]1CO)c1ccccn1	0.9	-4	2	5	3	0	1
O=C(CCCN1CCC(NC(=O)c2ccccc2)CC1)c1ccc(Cl)cc1	·	2	-3	6	2	0	0
CCC(=O)N1[C@H](CO)[C@H](c2ccc(C3=CCCCC3)cc2)[C@@H]1CNC1CCCC1	0.2	4	1	·	3	·	-5
Cc1cc(C(=O)Nc2cccc3c2O[C@@H](CN(C)Cc2ccc(C(F)(F)F)cc2)[C@@H](C)CN([C@H](C)CO)C3=O)n(C)n1	13	-2	0	10	-1	2	-8
CC(C)(C)c1nnc2sc(SCC(=O)c3ccc4c(c3)OCCO4)nn2c1=O	·	0	10	3	15	1	-2

Pulled by structure from the entries so far, three records:
SMILES	E-selectin induc	ERp5 inh	S100A4 MyoIIA	Statin myotox sup	DENV2 CPE	PglD inh	SIRT5 inh
COc1ccc(/C=C/C(=O)Nc2cccc(S(=O)(=O)NC3=NCCCCC3)c2)cc1	-1.0	-4	6	0	-5	-4	2
COc1ccc(C2C3=C(CC(C)(C)CC3=O)Oc3ncn4nc(-c5ccccc5)nc4c32)cc1 (configuration not stated)	·	2	-5	·	13	·	-2
Cc1cc(Br)ccc1NC(=O)CN(C)C(=O)CSCc1ccccc1	0.0	2	1	-18	-5	2	-3

SIRT5 inh, entries above that show a hit.
mol	ERp5 inh	S100A4 MyoIIA	DENV2 CPE	PglD inh	SIRT5 inh
C[C@@H]1CN([C@H](C)CO)S(=O)(=O)c2ccc(-c3cccc(F)c3)cc2O[C@H]1CN(C)C(=O)Nc1cc(F)ccc1F	2	-4	-4	2	16*

Screening results (PubChem BioAssay)
